Assay outcomes: PubChem BioAssay, National Center for Advancing Translational Sciences (NCATS)
Rab9 prom act – qHTS Assay for Rab9 Promoter Activators; AID 485297, 2010; 320,000 tested, 2.8% active; Huh7 Rab9 promoter-luciferase reporter, luminescence, 24 h; Potency, µM (series often up to 9.22 µM), for inactives: at the top dose activation, negative = inhibition, usual class: activators; further: potency means the concentration at half of the fitted maximal effect; % of control where 0% means no effect; nearly all actives have a fitted effect of over 60% in size
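Huh7 cells stably carrying a Rab9 promoter-luciferase reporter, 1500 cells per well in OP-MEM I with 10% FBS, treated with compound 24 hours at 37C. Luciferase activity read by luminescence after 10 minutes with Amplite reagent.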
Coupling enz – qHTS Assay for Inhibitors of Fructose-1,6-bisphosphate Aldolase from Giardia Lamblia: Coupling assay counterscreen; AID 2472, 2010; 290,000 tested, 0.67% active; activity change, negative = inhibition, % at 58.2 µM, hits read low; coupling enzyme system counterscreen, AmpLite Red fluorescence; in the data active means activity change below about -30%; further: on the % scale 0 is the no-effect control and ±100 the full control effect
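Activity here indicates interference with the coupling reaction, not aldolase inhibition. Compounds at 57.5 uM final met coupling enzymes for 10 min at RT; substrate and AmpLite Red detection followed, with a 525/598 nm fluorescence read after 20 min.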
RORgamma inh – qHTS for inhibitors of ROR gamma transcriptional activity. Potency, µM (titrated, usually from 53.6 µM), for inactives: at the top dose activity change, negative = inhibition, actives largely listed as inhibitors. AID 2551, 2010. Drosophila S2 Gal4-RORgamma UAS-luciferase reporter, 20 h. 310,000 tested, 5.4% active. Nuclear receptor ROR-gamma (Mus musculus), P51450; further: potency means the concentration at half of the fitted maximal effect; on the % scale 0 is the no-effect control and ±100 the full control effect; nearly all actives have a fitted effect of over 60% in size
Target sequence (P51450 whole entry, looked up, the tested form may be a part): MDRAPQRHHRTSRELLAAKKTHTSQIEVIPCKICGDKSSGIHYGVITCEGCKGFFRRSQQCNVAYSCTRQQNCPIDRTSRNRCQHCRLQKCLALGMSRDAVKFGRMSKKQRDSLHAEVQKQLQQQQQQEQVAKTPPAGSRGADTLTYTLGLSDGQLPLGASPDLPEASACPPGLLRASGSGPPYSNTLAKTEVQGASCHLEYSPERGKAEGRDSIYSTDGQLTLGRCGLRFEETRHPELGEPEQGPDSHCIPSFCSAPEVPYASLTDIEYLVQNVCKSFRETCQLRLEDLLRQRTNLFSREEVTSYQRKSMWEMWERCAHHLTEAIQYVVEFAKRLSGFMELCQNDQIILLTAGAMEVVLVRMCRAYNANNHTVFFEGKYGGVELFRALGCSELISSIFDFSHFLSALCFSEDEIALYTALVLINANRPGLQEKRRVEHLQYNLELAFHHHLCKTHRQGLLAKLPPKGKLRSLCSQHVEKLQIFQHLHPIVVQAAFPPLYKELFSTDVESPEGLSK
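Read-out: Photinus luciferase luminescence; inhibitors lower reporter signal. Insect Schneider cells with Gal4-ROR gamma fusion under metallothionein promoter, UAS reporter; 700 uM final copper sulfate induction, 20 hr, ambient temperature.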
VP16 counter – VP16 counterscreen qHTS for inhibitors of ROR gamma transcriptional activity; Potency, µM (doses to about 53.6 µM), without a hit: at the highest dose activity, negative = inhibition, most hits filed as inhibitors; 310,000 tested, 3.5% active; AID 2546, 2010; Drosophila S2 Gal4-VP16 UAS-luciferase, luminescence, 20 h;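 further: Gal4-VP16 expression switched on by copper sulfate through the metallothionein promoter; potency means the concentration at half of the fitted maximal effect; on the % scale 0 is the no-effect control and ±100 the full control effect; nearly all actives have a fitted effect of over 50% in size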
KCNH2 3.1 inh – qHTS for Inhibitors of KCHN2 3.1: Mutant qHTS | Potassium voltage-gated channel subfamily H member 2, brain isoform KCNH2 3.1 (human) | U2OS KCNH2 3.1, thallium flux FluxOr; active compounds read low | activity change, % (tested at about 1.8 µM) | 340,000 tested, 0.95% active | AID 720553, 2013;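 active means maximum activity change below -70%; inconclusive means maximum activity change from -70% to -50%; inactive means maximum activity change above -50%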;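 further: thallium influx rate constant from kinetic fluorescence after stimulation buffer; on the % scale 0 is the no-effect control and ±100 the full control effect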
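Kinetic fluorescence (2 min after stimulation buffer) measures Tl+ influx through KCNH2 3.1 expressed by viral transduction in U2OS cells; the rate constant is normalized against DMSO controls serving as positive and negative references.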
Tb PFK inh – qHTS Assay to Find Inhibitors of T. brucei phosphofructokinase | Potency, µM (top dose mostly 57.5 µM), inactives show top-dose activity, negative = inhibition, most hits filed as inhibitors | T. brucei PFK, ADP-Glo luminescence | ATP-dependent 6-phosphofructokinase (Trypanosoma brucei brucei), O15648 | 330,000 tested, 0.17% active;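 further: potency means the concentration at half of the fitted maximal effect; 0% = uninhibited 1x PFK enzyme wells and -100% = no-enzyme wells; nearly all actives have a fitted effect of over 60% in size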
Target sequence (O15648 whole entry, looked up): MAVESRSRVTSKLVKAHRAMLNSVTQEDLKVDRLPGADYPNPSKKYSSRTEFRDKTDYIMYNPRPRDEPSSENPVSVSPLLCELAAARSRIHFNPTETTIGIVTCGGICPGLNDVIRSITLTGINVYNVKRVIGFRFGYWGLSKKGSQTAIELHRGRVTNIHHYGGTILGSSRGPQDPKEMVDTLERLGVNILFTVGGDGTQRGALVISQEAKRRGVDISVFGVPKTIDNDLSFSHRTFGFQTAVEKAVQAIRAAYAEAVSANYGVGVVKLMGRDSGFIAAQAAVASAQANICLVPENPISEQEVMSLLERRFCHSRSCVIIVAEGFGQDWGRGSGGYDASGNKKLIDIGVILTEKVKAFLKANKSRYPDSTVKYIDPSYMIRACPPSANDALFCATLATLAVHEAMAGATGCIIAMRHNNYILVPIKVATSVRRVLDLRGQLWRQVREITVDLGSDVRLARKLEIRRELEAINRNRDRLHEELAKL
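In TEA buffer at pH 8.0 with 5 mM MgCl2, enzyme (1.25 nM) converted F6P (0.5 mM) and ATP (0.1 mM) for 45 min at room temperature. ADP product was read by luciferase luminescence.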
FLuc counter – qHTS profiling assay for firefly luciferase inhibitor/activator using purifed enzyme and Km concentrations of substrates (counterscreen for miR-21 project); Luciferin 4-monooxygenase (Photinus pyralis), P08659; AID 588342, 2011; Potency, µM (doses to about 57.5 µM), without a hit: at the top dose activity change, negative = inhibition, hits mostly inhibitors; 360,000 tested, 6.9% active; purified FLuc, Km substrates, luminescence inhibition;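 further: potency means the concentration at half of the fitted maximal effect; plate controls were vehicle for no effect and reference inhibitor for full effect; nearly all actives have a fitted effect of over 55% in size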
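Purified P. pyralis luciferase, 10 nM final, with Km-level 10 uM D-luciferin and 10 uM ATP in 50 mM Tris acetate pH 7.5, 10 mM Mg acetate, 0.01% Tween-20, 0.05% BSA; 6-point qHTS titration about 60 µM downward; luminescence read.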
uPA generation – qHTS for Inhibitors of Cell Surface uPA Generation; Potency, µM (doses to about 38.3 µM), for inactives: top-dose activity change, negative = inhibition, actives largely listed as inhibitors; 330,000 tested, 0.31% active; AID 540303, 2011; cell surface uPA generation assay, qHTS; active means well fitted inhibition curve with a large enough effect; inconclusive means small, poorly fitted or top-dose-only effect; inactive means no such curve, though single readings can be large or run the other way; tested in mouse RAW 264.7 cells; further: potency means the concentration at half of the fitted maximal effect; on the % scale 0 is the no-effect control and ±100 the full control effect; nearly all actives have a fitted effect of over 55% in size
Giardia killer – Small Molecules that selectively kill Giardia lamblia: qHTS; Giardia lamblia trophozoite viability; 340,000 tested, 0.15% active; AID 540267, 2011; activity change, % at 7.66 µM, hits read low; in the data active means activity change below about -80%; inconclusive means between about -30% and that limit;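 further: parasites exposed to compound for two days anaerobically before the ATP read; on the % scale 0 is the no-effect control and ±100 the full control effect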
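Luminescent ATP signal served as the viability read-out, measured 15-30 min after adding ATP detection reagent to trophozoites that had been incubated with compounds for 48 hrs at 37 deg C anaerobically at 100 cells/well.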
NPC1 prom act – qHTS Assay for NPC1 Promoter Activators. Huh7 NPC1 promoter luciferase reporter, 24 h. Potency, µM (highest dose often 9.22 µM), without a hit: top-dose activation, usual class: activators. 320,000 tested, 2.4% active. AID 485313, 2010;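 further: potency means the concentration at half of the fitted maximal effect; % of control where 0% means no effect; nearly all actives have a fitted effect of over 60% in size; reporter is driven by a mutant NPC1 promoter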
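Cells: Huh7 expressing luciferase under the NPC1 promoter, 1500/well. Seeded 2 h, compound added, incubated 24 h at 37 °C. Luciferase reagent, 10 min ambient, then luminescence.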
ELG1 genotox – qHTS screen for small molecules that induce genotoxicity in human embryonic kidney (HEK293T) cells expressing luciferase-tagged ELG1 | HEK293T ELG1-luciferase reporter, luminescence, 16 h | 330,000 tested, 1.3% active | Potency, µM (series often up to 46 µM), for inactives: top-dose activity change, positive = activation, usual class: activators; further: potency means the concentration at half of the fitted maximal effect; % of control where 0% means no effect; nearly all actives have a fitted effect of over 60% in size
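DMSO vehicle served as control against compound-treated ELG1-luciferase HEK293T cells; exposure lasted 16 hr at 37 °C and 5% CO2, followed by ONE-Glo luminescence detection after 30 min.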
* = called active by the depositor; u = inconclusive; x = not tested or not shown; [ ] = another dose, or the depositor's remark. Unless noted, the call rests on the fitted dose curve; in most records, active means well fitted curve in the direction sought with a large enough effect; inconclusive means small, poorly fitted or top-dose-only effect, or another doubt; inactive means no such curve, though single readings can be large; an effect the other way counts as inactive or inconclusive.

SMILES	Rab9 prom act	Coupling enz	RORgamma inh	VP16 counter	KCNH2 3.1 inh	Tb PFK inh	FLuc counter	uPA generation	Giardia killer	NPC1 prom act	ELG1 genotox
CCOc1ccc(N=Nc2ccc(O)c3ncccc23)cc1	1%	4	0.28µM*	0.4µM*	0	1%	-13%	-1%	-12	-13%	u
COC(=O)c1ccc(N2CCN(S(=O)(=O)c3ccc(Br)cc3)CC2)c([N+](=O)[O-])c1	-6%	-3	31%	-6%	-35	0%	0%	-1%	28	-6%	-5%
COc1ccc(-c2nc(=S)[nH][nH]2)cc1	10%	3	10µM*	u	3	-4%	0%	-1%	-13	0%	8%
Cc1nc(C)c(Oc2ccc(Cl)cc2Cl)c(=O)[nH]1	-5%	-1	5%	-4%	9	1%	5%	2%	17	-1%	-3%
O=C(Nc1ccc2c(c1)OCO2)C(c1ccc(Cl)cc1)N1CCC2(CC1)OCCO2 (stereo unspecified)	18%	0	u	5%	2	-2%	-1%	5%	-12	-5%	1%
CCCCN1C(=S)SC(C)(C)C1/[N+]([O-])=C/c1ccc(S(=O)(=O)NC)cc1 (stereo unspecified)	-4%	-2	12%	-9%	-3	-13%	0%	-1%	-3	10%	-3%
OC1CCCN(CC(O)COC(c2ccccc2)c2ccccc2)C1 (stereo unspecified)	-3%	-1	-18%	0%	0	0%	-1%	-6%	-4	-1%	0%
CC1Sc2ccc(S(=O)(=O)N3CCC(C(N)=O)CC3)cc2NC1=O (stereo unspecified)	3%	x	-8%	-6%	2	-3%	0%	-2%	8	0%	2%
COC(=O)C1=C(C)N(Cc2ccccc2)C(=NCc2ccco2)N[C@H]1c1cccc(F)c1	x	x	x	x	8	5%	x	-9%	6	x	-1%
CCCN(CC(=O)Nc1ccccc1C)C(=O)C1CCN(C(=O)Nc2ccccc2)CC1	-9%	x	x	x	11	-6%	-1%	-2%	-6	2%	1%
CCN1CCc2c(sc(N)c2C(N)=O)C1	0%	-15	-6%	1%	-6	3%	1%	-7%	-19	0%	0%
COc1ccc(OC)c(C(=O)CSc2nc3c(c(=O)n(C)c(=O)n3C)n2C(C)C)c1	-1%	-1	-10%	2%	4	-2%	2%	-1%	10	6%	u
Cc1cc(C)nc(Nc2ncc(O)n2-c2ccc(C)c(C)c2)n1	-5%	1	-25%	6%	-13	0%	-2%	x	-5	-4%	-3%
COc1ccc(-c2c(C(F)(F)F)nn(C)c2NC(=O)c2cccnc2)cc1	-3%	6	-15%	9%	0	-3%	3%	0%	23	0%	-2%
N#Cc1c(SCC(=O)Nc2cccc(F)c2)sc2c(O)cc(=O)[nH]c12	1%	1	4%	-1%	5	1%	3%	3%	9	-2%	0%
CC(OC(=O)CCN=C1NS(=O)(=O)c2ccccc21)C(=O)NC1CCCCC1C (stereo unspecified)	-8%	x	x	x	0	-2%	-2%	-3%	8	-5%	-1%
COc1cc2cc(C(=O)N3CCN(Cc4ccc5c(c4)OCO5)CC3)c(=O)oc2cc1OC	-5%	6	-24%	2%	0	-7%	-5%	-1%	0	-3%	0%
COc1cc2c(cc1OC)C1C(C(=O)Nc3ccccc3N3CCN(C)CC3)c3ccccc3C(=O)N1CC2 (stereo unspecified)	-38%[inhibitor]	1	4%	-1%	21	-7%	2%	5%	17	-1%	1%
COc1ccc(/C=C/c2nc(-c3ccccc3O)n[nH]2)cc1	3.5µM*	-3	u	-8%	-3	0%	3.8µM*	-1%	2	3.5µM*	u
CCOc1ccc(C2CC(c3ccccc3C)n3nc(N)nc3N2)cc1 (stereo unspecified)	-1%	-4	12%	-13%	8	2%	0%	-7%	-2	-3%	-11%
CCOc1ccc(N(CC(=O)Nc2ccccc2C(=O)NC(C)CC)S(C)(=O)=O)cc1 (stereo unspecified)	-2%	-2	16%	-16%	11	0%	3%	-4%	21	0%	-1%
CC(C#N)Sc1ccc(S(=O)(=O)N(C)C2CCCCC2)cn1 (stereo unspecified)	0%	x	x	x	-7	1%	4%	-13%	-3	1%	-2%
Cc1cccc(NC(=O)COC(=O)c2nn(C)c(=O)c3ccccc23)c1C	x	x	x	x	7	-10%	x	-2%	9	x	0%
CN1CCN(c2nc3c(c(=O)[nH]c(=O)n3C)n2CCSc2nnnn2-c2ccccc2)CC1	-4%	-3	-3%	4%	-11	1%	6%	27%	29	-4%	-1%
COc1cccc(/C=N/n2nnnc2N)c1OCc1ccccc1Cl	-7%	2	13%	6%	14	0%	4%	7%	-2	0%	10%
Next results
SMILES	Rab9 prom act	Coupling enz	RORgamma inh	VP16 counter	KCNH2 3.1 inh	Tb PFK inh	FLuc counter	uPA generation	Giardia killer	NPC1 prom act	ELG1 genotox
CCN(C[C@H]1N[C@@](C)(C(=O)OC)[C@H]2C(=O)N(C)C(=O)[C@@H]12)C(=O)C1CCCCC1	x	x	x	x	1	0%	x	-2%	2	x	1%
O=C(Nc1ccccc1N1CCN(C(=O)c2ccc(Cl)cc2)CC1)c1cc2ccccc2o1	-3%[1.84 µM]	-2	-1%	-6%	u	0%	-2%	5%	-8	-1%	-15%
Fc1ccccc1OCCSc1ncnc2nc[nH]c12	u	2	19%	-12%	3	-8%	u	-9%	6	26%	u
CCn1c(N2CCN(C(=O)c3ccco3)CC2)nc2ccccc21	-3%	3	x	x	6	-5%	0%	-3%	-15	0%	1%
O=C(NCc1ccccc1Br)c1cccc2c1C(=O)c1ccc(-c3ccc(OC(F)(F)F)cc3)cc1S2(=O)=O	x	x	x	x	-1	0%	x	13%	4	x	13%
CC(=O)Nc1ccc(NC(=O)CCOc2cc(C)ccc2C)cc1	-4%	-1	2%	-5%	-3	-23%	-1%	2%	-19	-6%	0%
Cc1n[nH]c(C)c1S(=O)(=O)N1CCN(C(=O)c2ccco2)CC1	2%	0	8%	-4%	15	-3%	-1%	5%	-18	-3%	-2%
N/C(=N\OC(=O)/C=C/c1ccccc1Cl)c1ccccn1	0.28µM*	-2	11µM*	-25%[10 µM]	-4	-3%	0.6µM*	3.5µM*	10	0.5µM*	u
COc1ccc(C(=O)N2CCc3c([nH]c4ccccc34)C2C(F)(F)F)cc1 (stereo unspecified)	-1%	0	23%	0%	-24	2%	-1%	10%	-2	-7%	-8%
COc1ccc(C(CNC(=O)c2ccc(C)c(S(=O)(=O)Nc3ccccc3OC)c2)N2CCCC2)cc1 (stereo unspecified)	-4%	2	-11%	10%	-3	10%	1%	-6%	-3	-1%	-5%
Cc1cccc(C(=O)c2c[nH]cc2-c2ccccc2)c1	-2%	-3	-2%	-20%	-12	0%	-7%	2%	13	-3%	9%
CCc1nc2ccccc2c(C(=O)OCC(=O)Nc2ccc(S(=O)(=O)N3CCOCC3)cc2)c1C	-9%	-2	-26%	u	-11	0%	-5%	-8%	26	0%	-4%
COc1ccc(CCNc2nc3ccc(C)cc3n3cnnc23)cc1OC	-2%	1	10%	3%	-5	-2%	-17%	-1%	3	-4%	0%
CSc1nnc(C2CCN(CC(=O)Nc3ccccc3N3CCOCC3)CC2)n1C	-2%	1	17%	-8%	4	0%	1%	1%	15	-2%	0%
CCS(=O)(=O)NCCc1cc2cc(C)c(C)cc2[nH]c1=O	16%	-1	-20%	-5%	-7	9%	0%	-1%	11	3%	2%
CCn1cnc2cc(NCc3ccncc3)ccc21	-2%	-10	23%	5%	4	-4%	-2%[2.3 µM]	4%	-13	-2%	3%
C=CCn1c(Oc2ccc(C(=O)OC)cc2)nc2c1c(=O)n(C)c(=O)n2C	-10%	-6	26%	9%	-1	-1%	7%	-4%	5	-7%	-13%
COCCNc1nc(C)cc(-c2cc(C(=O)NCc3ccccc3)on2)n1	-2%	5	-7%	1%	-2	2%	-2%	-1%	8	0%	5%
O=C1CCN(CCc2ccccc2)CCN1[C@H](CO)Cc1ccccc1	-4%	1	13%	1%	x	0%	-1%	2%	-2	4%	-1%
O=C(c1ccc(COc2ccc(Cl)cc2)o1)N1CCN(Cc2ccc3c(c2)OCO3)CC1	-1%	0	-7%	0%	-20	-16%	-1%	3%	-2	0%	-18%
CCOc1ccc(CCNC(=O)CCc2nc(-c3ccc(OC)cc3)no2)cc1OCC	1%	0	-2%	-15%	-3	-4%	8%	4%	3	1%	0%
CSc1nnc2c(n1)OC=Nc1ccc(Br)cc1-2	10%	1	14%	-1%	3	0%	-1%	-2%	-12	2%	-1%
CS(=O)(=O)c1ccc(C(=O)Nc2ccc(S(=O)(=O)N3CCCCC3)cc2)cc1	-4%	x	x	x	0	1%	2%	2%	23	-3%	-1%
